CHOP UPR activ: activators of apoptotic CHOP UPR arm, primary screen, cell-based, CHO-CHOP luciferase reporter, luminescence, uHTS; activation, % at 10 µM; hit rate 0.34% among 330,000; UPR activation; percent of tunicamycin response over DMSO baseline;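 active = at 10 µM dose, activation of 40% or more, normalized to positive control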;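 note: 100% = tunicamycin at 10 µg/mL and 0% = DMSO alone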
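Assay system: CHO-CHOP cells, stable luciferase reporter of PERK-eIF2a-CHOP signalling / Buffer or medium: F12 plus 10% serum / Compound dosing: one dose, 10 µM in 0.5% DMSO / Times: 6 h compound treatment, 37 °C / Technique: luciferase luminescence / Read-out: % reporter activation, DMSO baseline versus tunicamycin full activation / Benchmarks: tunicamycin and DMSO controls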
Mdm2 MdmX PPI: inhibitors of human Mdm2-MdmX association, primary screen, cell-based, luminescence, split luciferase, SaOS-2, uHTS | Protein Mdm4 (Homo sapiens) + E3 ubiquitin-protein ligase Mdm2 (Homo sapiens), … | SaOS-2 split-luciferase Mdm2/MdmX complementation | inhibition, % at 8 µM | hit rate 3% among 330,000 | AID 485346, 2010;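 active = inhibition of at least 50% at 8 µM in the primary screen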
CXCR6 block: CXCR6 receptor inhibitors, primary screen, cell-based, beta-arrestin, luminescence, CHO-K1 PathHunter, 1536-well; C-X-C chemokine receptor type 6 (Homo sapiens), O00574; inhibition, % at 20 µM; hit rate 0.36% among 360,000; in the data active = inhibition above about 34%, passing the limit was not always enough;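 note: antagonist mode with CXCL16 agonist at 10 nM final; 0% = 10 nM CXCL16 with DMSO and 100% = unstimulated wells without agonist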
Target sequence (O00574 whole entry, looked up): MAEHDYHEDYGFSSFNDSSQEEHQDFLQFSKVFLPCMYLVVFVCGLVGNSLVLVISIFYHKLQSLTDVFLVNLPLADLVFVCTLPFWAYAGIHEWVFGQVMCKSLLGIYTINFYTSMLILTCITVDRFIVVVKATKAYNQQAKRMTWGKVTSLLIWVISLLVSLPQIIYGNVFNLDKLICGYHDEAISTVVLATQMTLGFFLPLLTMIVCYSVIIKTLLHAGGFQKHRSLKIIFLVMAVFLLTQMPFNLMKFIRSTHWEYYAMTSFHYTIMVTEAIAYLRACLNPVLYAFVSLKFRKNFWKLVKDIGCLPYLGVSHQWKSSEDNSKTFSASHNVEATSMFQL
EBI2 block: EBI2 receptor antagonists, beta-arrestin recruitment, primary screen, cell-based, luminescence, 7a,25-OHC stimulation, uHTS. G-protein coupled receptor 183 (Homo sapiens), P32249. 7a,25-OHC stimulated. inhibition, % at 5 µM. hit rate 0.81% among 360,000; in the data active = inhibition above about 38%;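 note: enzyme fragment complementation signal reports receptor beta-arrestin coupling in cells; 0% = agonist plus DMSO wells and 100% = wells without agonist; some results beyond the cut were filed as inactive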
CCR6 antagonist: CCR6 receptor antagonists, primary screen, cell-based, CHO-K1, luminescence, beta-arrestin, uHTS. hit rate 0.49% among 340,000. C-C chemokine receptor type 6 (Homo sapiens), P51684. CHO-K1 CCR6 PathHunter beta-arrestin, CCL20-stimulated. inhibition, % at 20 µM. AID 493098, 2011;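 active = compounds whose inhibition of the agonist-driven luminescence signal at 20 µM reaches about 50%, limit read from the data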;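 note: cells stimulated with CCL20 at 14 nM final; plate controls were DMSO with CCL20 for no effect and DMSO without agonist for full effect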
Target sequence (P51684 whole entry, looked up): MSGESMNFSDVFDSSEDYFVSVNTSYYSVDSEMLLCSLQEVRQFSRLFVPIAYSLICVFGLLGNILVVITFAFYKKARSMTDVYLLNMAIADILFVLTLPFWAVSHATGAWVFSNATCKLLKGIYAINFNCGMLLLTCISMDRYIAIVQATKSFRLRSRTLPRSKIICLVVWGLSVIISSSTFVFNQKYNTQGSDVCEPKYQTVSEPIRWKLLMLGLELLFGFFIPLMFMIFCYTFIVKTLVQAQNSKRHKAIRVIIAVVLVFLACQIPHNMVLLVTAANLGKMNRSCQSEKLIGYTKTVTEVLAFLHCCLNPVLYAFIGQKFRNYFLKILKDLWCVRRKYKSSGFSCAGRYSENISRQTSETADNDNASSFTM
APJ agonist: agonists of human apelin receptor APJ, primary screen, CHO-K1 cells, PathHunter beta-arrestin, luminescence | P35414 | 0% DMSO wells, 100% apelin | activation, % at 20 µM | hit rate 0.11% among 330,000;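 active = activation more than six SD over the plate average, tested at 20 µM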;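 note: 0% = DMSO alone and 100% = apelin-13 at 10 nM; some results filed as inactive read as strong as hits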
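Material: engineered CHO-K1 APJ arrestin reporter cells; amount: 1000 CHO-K1 reporter cells seeded per well; incubation: compound stimulation 90 min at 25 °C, detection 60 min; signal: luminescent beta-gal fragment complementation, chemiluminescent substrate; read-out basis: APJ agonist activity; controls: DMSO-only wells as negative, 10 nM Apelin-13 as positive control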
XBP1 UPR activ: activators of adaptive XBP1 UPR arm, primary screen, cell-based, CHO-XBP1 luciferase reporter, luminescence, uHTS; IRE1-XBP1 UPR activation; percent of tunicamycin response, DMSO as zero; activation, % at 20 µM; hit rate 0.33% among 330,000;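 active = versus positive control, 20 µM dose yields 30% or more activation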;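 note: 100% = tunicamycin at 10 µg/mL and 0% = DMSO only wells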
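Material: IRE1-XBP1 luciferase reporter CHO line / Quantity: one thousand reporter cells per well / Buffer or medium: F12 with 10% serum / Compound: 20 µM single concentration, DMSO 1% / Times: 6 h treatment, 37 °C / Detection: Steady-Glo luciferase glow luminescence, 10 min after reagent addition / Benchmarks: tunicamycin high, DMSO low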
APJ antag: antagonists of human apelin receptor APJ, primary screen, CHO-K1 cells, beta-arrestin complementation, luminescence. P35414. inhibition, % at 20 µM. hit rate 0.32% among 330,000. AID 2521, 2010;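 active = inhibition above about 40% at 20 µM, limit read from the data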;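 note: cells challenged with 10 nM apelin-13 agonist together with compound; plate controls were apelin-13 plus DMSO wells for no effect and DMSO wells lacking apelin-13 for full effect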
tim23-1 inh: growth inhibitors of tim23-1 mutant yeast, primary screen, luminescence, uHTS. S. cerevisiae tim23-1 growth, BacTiter-Glo luminescence, 24 h. inhibition, % at 20 µM. hit rate 1.3% among 330,000. AID 463212, 2010;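 active = growth inhibition of the mutant yeast at or above 50%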;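 note: temperature-sensitive mutant grown at 25 °C; plate controls were DMSO-treated mutant yeast for no effect and medium wells lacking yeast for full effect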
Active calls of the source: *; / = no result given. Not all compounds are listed; the hit share may differ from the screen's.

The opening 10 entries, ahead of the listing:
#	Molecule	CHOP UPR activ	Mdm2 MdmX PPI	CXCR6 block	EBI2 block	CCR6 antagonist	APJ agonist	XBP1 UPR activ	APJ antag	tim23-1 inh
1	COc1cc2c(C(=O)N3CCN(c4ccccc4C)CC3)c(C)oc2cc1Br	-1.5	12	17	23	22	-5	-5	10	21
2	CCOc1ccc(N=C(NC#N)SCC)cc1	1.0	7	-2	-1	0	3	0	-4	24
3	CC(C)C(=O)Nc1c(-c2ccccc2F)c(=O)c2ccccc2n1C	-0.1	-7	-4	-18	-1	-3	5	6	14
4	CCOC(=O)C1CCCN(c2ncnc3c2cnn3-c2ccc(Cl)cc2)C1 (configuration not stated)	0.2	-51	2	10	9	-4	-1	11	12
5	CC1CCc2c(sc(NC(=O)Cn3cnc([N+](=O)[O-])n3)c2C(N)=O)C1 (configuration not stated)	-1.5	28	0	-11	-6	0	0	2	2
6	CCOc1ccc(S(=O)(=O)Nc2ccc(C(=O)N3CCCC3)cc2)cc1	1.3	15	-5	-2	-9	8	-1	-4	20
7	COC(=O)c1cn(C(=O)c2cccc(C)c2)c2ccccc12	-1.8	2	5	-9	11	-2	-2	-5	23
8	O=C(Nc1ccccc1C(F)(F)F)N1CCCCCC1	-0.1	8	5	-4	-6	-11	2	2	8
9	Cc1cc(C(=O)NNC(=O)c2cccc(C(F)(F)F)c2)no1	-1.0	6	2	-8	2	-1	1	6	-7
10	O=C(/C=C/c1cccc(F)c1)c1ccc(N2CCOCC2)cc1	3.4	25	10	58*	27	-5	-4	0	17

This part in full (from the top)
#	Molecule	CHOP UPR activ	Mdm2 MdmX PPI	CXCR6 block	EBI2 block	CCR6 antagonist	APJ agonist	XBP1 UPR activ	APJ antag	tim23-1 inh
1	COc1cc2c(C(=O)N3CCN(c4ccccc4C)CC3)c(C)oc2cc1Br	-1.5	12	17	23	22	-5	-5	10	21
2	CCOc1ccc(N=C(NC#N)SCC)cc1	1.0	7	-2	-1	0	3	0	-4	24
3	CC(C)C(=O)Nc1c(-c2ccccc2F)c(=O)c2ccccc2n1C	-0.1	-7	-4	-18	-1	-3	5	6	14
4	CCOC(=O)C1CCCN(c2ncnc3c2cnn3-c2ccc(Cl)cc2)C1 (configuration not stated)	0.2	-51	2	10	9	-4	-1	11	12
5	CC1CCc2c(sc(NC(=O)Cn3cnc([N+](=O)[O-])n3)c2C(N)=O)C1 (configuration not stated)	-1.5	28	0	-11	-6	0	0	2	2
6	CCOc1ccc(S(=O)(=O)Nc2ccc(C(=O)N3CCCC3)cc2)cc1	1.3	15	-5	-2	-9	8	-1	-4	20
7	COC(=O)c1cn(C(=O)c2cccc(C)c2)c2ccccc12	-1.8	2	5	-9	11	-2	-2	-5	23
8	O=C(Nc1ccccc1C(F)(F)F)N1CCCCCC1	-0.1	8	5	-4	-6	-11	2	2	8
9	Cc1cc(C(=O)NNC(=O)c2cccc(C(F)(F)F)c2)no1	-1.0	6	2	-8	2	-1	1	6	-7
10	O=C(/C=C/c1cccc(F)c1)c1ccc(N2CCOCC2)cc1	3.4	25	10	58*	27	-5	-4	0	17
11	COc1ccc(C)cc1NC(=O)Cn1cnnn1	0.8	12	0	6	3	-4	-2	9	14
12	Cc1ccc(CNC(=O)c2cn(C)c3ccc(S(=O)(=O)N4CCOCC4)cc3c2=O)cc1	-0.7	19	4	-8	13	-3	-2	3	10
13	COc1ccc(N2C(=O)NC3CC2(C)Oc2ccccc23)cc1 (configuration not stated)	-0.9	-3	0	-1	2	-2	-2	5	20
14	CC(=O)CSc1nnc(-c2ccc(S(=O)(=O)N3CCOCC3)cc2)n1C	0.3	17	-3	7	0	-3	-5	3	4
15	O=C(CSc1nc2ccccc2s1)NNC(=S)Nc1ccc(Cl)cc1	0.1	25	14	1	12	-4	-2	15	8
16	CC(/C=N\NC(=O)c1cccnc1)c1ccccc1 (configuration not stated)	-2.2	-14	-1	-1	-3	-1	-1	-17	12
17	CC1(C)c2[nH]c3ccccc3c2C[C@H]2C(=O)N(Cc3ccccc3)C(=O)N21	-0.4	13	-9	5	-10	2	-1	1	25
18	CCOc1cc(/C=N/NC(=O)c2cccc([N+](=O)[O-])c2)ccc1OS(=O)(=O)c1ccccc1	2.4	0	0	16	0	1	3	-7	5
19	CCS(=O)(=O)N1CCN(c2ccc([N+](=O)[O-])c(NCc3cccnc3)c2)CC1	1.7	10	-1	-12	20	-3	4	5	-1
20	CCSc1nnc(NC(=O)Cc2cccc(OC)c2)s1	1.3	5	-4	-16	-10	-1	2	-2	0
21	CCCOc1ccc(Cl)cc1/C=C1/C(=O)ON=C1C	1.4	6	-24	-8	-1	2	-8	-11	10
22	COc1ccc(-c2cc(-c3ccccc3)n3ncnc3n2)cc1	0.3	-13	-5	21	-8	1	0	14	31
23	Cc1ccc(C(=O)NCC(=O)NC2CCC(C)CC2)s1 (configuration not stated)	-0.1	-31	6	-8	0	-3	6	21	3
24	CC(C)c1nnc(NC(=O)CC(C)c2ccccc2)s1 (configuration not stated)	4.8	10	4	-9	6	-3	-3	-2	3
25	O=C(c1ccc(S(=O)(=O)N2CCOCC2)cc1)N(c1cccc(Cl)c1)C1C=CS(=O)(=O)C1 (configuration not stated)	-0.1	4	-8	-9	-8	-4	3	17	4
26	Cc1nc(SCC(=O)Nc2cc(C)on2)c2c(C)c(C)sc2n1	-1.4	80*	1	0	-3	-4	1	-2	-22
27	CCCCC1=CC2=C(c3ccco3)C(=O)C(C)(OC(=O)c3ccc(OC)cc3)C(=O)C2=CN1c1ccc(OC)cc1 (configuration not stated)	-1.7	-7	-7	-14	3	1	1	6	-9
28	CC(NC(=O)COC(=O)Cc1ccc(-c2ccccc2)cc1)c1ccccc1 (configuration not stated)	0.4	3	-2	2	13	-1	-1	-7	27
29	COCCNC(=O)/C(C#N)=C/c1c(N2CCN(c3cccc(Cl)c3)CC2)nc2c(C)cccn2c1=O	-2.0	28	11	25	18	-4	1	-8	28
30	CC(C)CNC(=O)c1ccccc1SCC(=O)NC12CC3CC(CC(C3)C1)C2	-0.1	12	0	-6	8	-1	-3	-6	21

(continued)
#	Molecule	CHOP UPR activ	Mdm2 MdmX PPI	CXCR6 block	EBI2 block	CCR6 antagonist	APJ agonist	XBP1 UPR activ	APJ antag	tim23-1 inh
31	CCn1c(=O)c(C(=O)CN2CCOCC2)c(N)n(Cc2ccccc2)c1=O	-0.9	8	7	11	6	1	1	-4	16
32	CC1(C)CC2CC(C)(CN2S(=O)(=O)c2ccc(C(=O)Nc3cc(S(=O)(=O)N4CCOCC4)ccc3Cl)cc2)C1 (configuration not stated)	-1.6	20	0	3	10	-1	-1	3	20
33	CCCc1c(O)nc(SCc2ccccc2)[nH]c1=O	0.9	12	2	-16	5	-5	1	13	5
34	Cc1c(Br)c([N+](=O)[O-])nn1CC(=O)N1CCc2ccccc21	1.0	25	0	6	11	-2	0	-3	-5
35	Cc1cccc(NC(=O)CSc2cc(C)c(C#N)c3nc4ccccc4n23)c1	18	36	2	22	8	-1	-5	11	4
36	Cc1nnc(NC(=O)c2ccc(-c3ccc([N+](=O)[O-])cc3)o2)s1	13	-4	2	-2	3	0	-1	-43	-6
37	COC(=O)CSc1nn(-c2ccc(F)cc2)c(=S)s1	1.1	14	-1	-4	-16	-2	1	5	25
38	CNNC(=S)NC1CC2CC1C1C=CCC21 (configuration not stated)	1.2	28	12	-10	2	-6	2	22	36
39	Cc1cccc(N(CC(=O)NCCSCc2ccccc2)S(C)(=O)=O)c1	-1.0	15	3	8	-3	-3	3	13	16
40	CN(c1cccc(NC(=O)COc2ccc(Cl)cc2Cl)c1)S(C)(=O)=O	3.1	-62	-6	3	3	9	1	8	36
41	COc1cc(CN2CCN(CCCc3ccccc3)C(CCO)C2)cc(OC)c1O (configuration not stated)	0.4	-9	2	-6	-13	2	-1	-1	13
42	Cc1nc2ccc(-c3nc4ccc(N)cc4[nH]3)cc2[nH]1	-3.6	-1	-6	2	-7	1	-3	-26	-14
43	NNC(=O)C(Cc1ccccc1)NC(=O)OCc1ccccc1 (configuration not stated)	-0.5	-2	2	-12	-5	1	-4	-3	17
44	Cc1ccccc1C(=O)OCCN(C)Cc1ccccc1	0.0	10	10	-12	5	-3	0	-1	10
45	COC(=O)c1c(Sc2ccccc2)c2ccccc2n1C	-1.4	13	-2	-5	14	-2	-2	12	14
46	COc1cccc2cc(C(=O)OCC(=O)N3CC(C)OC(C)C3)c(=O)oc12 (configuration not stated)	4.0	-35	-4	-8	1	-2	6	3	1
47	CCS(=O)(=O)c1ccc2oc(SCC(=O)c3ccco3)nc2c1	0.2	4	-2	-1	15	2	2	2	12
48	Cc1cccc2cc(CNCc3ccccc3)c(Cl)nc12	1.7	-17	-5	1	5	-2	2	-13	-1
49	Cc1cccc(OCC(=O)Nc2ccc(N3CCN(C(=O)c4ccco4)CC3)cc2)c1C	-1.3	18	-9	4	0	-1	3	-8	-3
50	CC[C@@]1(C(=O)OC)N[C@H](CN(C)C(=O)COc2ccccc2)[C@@H]2C(=O)N(C)C(=O)[C@@H]21	1.0	28	1	4	0	-3	-2	-11	15
51	C=CCn1c(=N)c(C#N)cc2c(=O)n3ccccc3nc21	-3.3	-28	9	-1	8	-4	2	7	-8
52	CCCn1nc(NC(=O)c2ccccn2)c2cc3cc(C)ccc3nc21	1.8	9	6	2	11	0	3	4	16
53	CC(C)CC1NC(=O)c2ccccc2-n2c1nc1ccc(F)cc1c2=O (configuration not stated)	0.4	1	/	/	/	-1	0	1	12
54	O=C(N1CCCC1)C12CC3CC(CC(Cl)(C3)C1)C2	-0.9	-8	1	-6	10	-1	0	4	12

Source: PubChem BioAssay
